TRHR enhancer: qHTS for Small Molecule Agonists and Allosteric Enhancers of Human TRH Receptor: Primary Screen for Enhancers. Thyrotropin-releasing hormone receptor (Homo sapiens), P34981. TRHR cells, fluo-8 calcium fluorescence, EC20 TRH enhancement. enhancement, % at 2 µM. actives 0.66% (n = 360,000). AID 493056, 2011; in the data active means enhancement above about 30%; further: 0% is about no effect
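Enhancer read-out: after compound pinning and an initial kinetic agonist-mode read, an EC20 of TRH (10 nM final) was injected and fluo-8 calcium signal (Ex 480/Em 530) followed at 1 s/cycle for 100 cycles in TRHR-expressing cells.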
D2 ag: HTS Assay for Allosteric Agonists of the Human D2 Dopamine Receptor: Primary Screen for Agonists | actives 0.53% (n = 340,000) | activation, % at 2 µM | HEK293 T-REx D2 cells, calcium flux agonist mode | D(2) dopamine receptor (Homo sapiens), P14416;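 active means activation over 3 SD above normal in the single-dose calcium agonist read, cut at about 30% in these data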; further: 0% is about no effect
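Agonism scored from kinetic calcium signal (1 read/sec, 180 s) following compound pin transfer, after a 10 s baseline. Cells: HEK293 Trex line expressing inducible D2 receptor coupled to calcium, dye-loaded after overnight culture at 30 C.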
D2 antagonist: HTS Assay for Allosteric Antagonists of the Human D2 Dopamine Receptor: Primary Screen for Antagonists | actives 2% (n = 340,000) | AID 485344, 2010 | HEK293 TREx D2 cells, calcium flux, dopamine EC80 | D(2) dopamine receptor (Homo sapiens), P14416 | inhibition, % at 10 µM; in the data active means inhibition above about 30%; further: 0% is about no effect
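Antagonism is scored as inhibition of an EC80 dopamine-evoked calcium signal in a force-coupled, tetracycline-inducible HEK293 T-REx D2 line, with compound present 180 s before agonist.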
TRHR agonist: qHTS for Small Molecule Agonists and Allosteric Enhancers of Human TRH Receptor: Primary Screen for Agonists | Thyrotropin-releasing hormone receptor (Homo sapiens), P34981 | TRHR cells, calcium flux fluo-8, FDSS agonist mode | activation, % at 2 µM | actives 0.18% (n = 360,000) | AID 493084, 2011; in the data active means activation above about 30%; further: 0% is about no effect
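TRHR-expressing cells, plated overnight in medium with 10% serum, were loaded with fluo-8 calcium dye at room temperature. After a 10 s baseline, library compound was pin-added and calcium release was recorded kinetically (ex 480/em 530) as agonist response.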
Pin1 inh: qHTS Assay to Find Inhibitors of Pin1; Potency, µM (top dose mostly 115 µM), inactives show top-dose activity, negative = inhibition, actives largely listed as inhibitors; Pin1 FP peptide displacement, HiFluor488, 10 min; AID 504891, 2011; Peptidyl-prolyl cis-trans isomerase NIMA-interacting 1 (Homo sapiens), Q13526; actives 0.009% (n = 390,000); active means well fitted inhibition curve with a large enough effect in the polarisation, with a control signal flat, not every such curve was filed as active; inconclusive means small, poorly fitted or top-dose-only effect, or effect the other way, or a change in a side signal; inactive means no such curve, though single readings can be large or run the other way; the % refers to the polarisation; further: potency means the concentration at half of the fitted maximal effect; on the % scale 0 is the no-effect control and ±100 the full control effect
Target sequence (Q13526 whole entry, looked up): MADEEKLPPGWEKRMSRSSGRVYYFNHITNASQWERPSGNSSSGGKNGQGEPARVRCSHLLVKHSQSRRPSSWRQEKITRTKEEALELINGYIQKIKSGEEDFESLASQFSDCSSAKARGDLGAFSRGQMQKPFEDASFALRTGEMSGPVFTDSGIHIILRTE
TrxR1 inh: qHTS Assay for Inhibitors of Mammalian Selenoprotein Thioredoxin Reductase 1 (TrxR1): qHTS; actives 1% (n = 390,000); Potency, µM (series often up to 114 µM), without a hit: top-dose activity change, negative = inhibition, most hits filed as inhibitors; recombinant rTrxR1, NADPH fluorescence consumption, selenite substrate; AID 588453, 2011; further: potency means the concentration at half of the fitted maximal effect; on the % scale 0 is the no-effect control and ±100 the full control effect; nearly all actives have a fitted effect of over 65% in size
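Rat TrxR1 (90 nM in the dispensed reagent) was pre-reduced with 400 uM NADPH for 5 min at room temperature, then incubated with compound for 15 min. After 400 uM selenite was added, NADPH fluorescence (Ex 340/Em 450 nm) was followed for 8 min.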
mIDH1 inhibitor: qHTS for Inhibitors of mutant isocitrate dehydrogenase 1 (IDH1): qHTS. Isocitrate dehydrogenase [NADP] cytoplasmic (Homo sapiens), O75874. IDH1-R132H enzyme, NADPH consumption, diaphorase/resazurin fluorescence. Potency, µM (doses to about 76.6 µM), without a hit: top-dose activity change, negative = inhibition, usual class: inhibitors. actives 0.093% (n = 390,000). AID 602179, 2012; further: potency means the concentration at half of the fitted maximal effect; on the % scale 0 is the no-effect control and ±100 the full control effect; nearly all actives have a fitted effect of over 65% in size
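IDH1-R132H (0.5 ug/mL) preincubated 30 min with compound, then NADPH (0.016 mM) and alpha-KG (2 mM) added; 80 min at RT, pH 7.5. Remaining NADPH coupled via diaphorase/resazurin to fluorescence (540/590 nm); concentration-response curves normalized to no-enzyme control.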
TrxR1 substrate: qHTS Assay for Substrates of Mammalian Selenoprotein Thioredoxin Reductase 1 (TrxR1): qHTS. Thioredoxin reductase 1, cytoplasmic (Rattus norvegicus), O89049. purified TrxR1 substrate turnover, NADPH consumption readout. Potency, µM (top dose mostly 114 µM), without a hit: at the top dose activity change, negative = substrate turnover. actives 0.01% (n = 390,000); further: potency means the concentration at half of the fitted maximal effect; on the % scale 0 is the no-effect control and ±100 the full control effect; nearly all actives have a fitted effect of over 50% in size
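Rat TrxR1, dispensed at 90 nM, was prereduced with 400 uM NADPH (final) for 5 min at ~22 deg C, then incubated with compound 15 min before 400 uM selenite. A first-read NADPH fluorescence drop versus no-compound background flagged substrates.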
USP1 inh: Inhibitors of USP1/UAF1: Primary Screen. Ubiquitin carboxyl-terminal hydrolase 1 (Homo sapiens), O94782. recombinant USP1/UAF1, Ub-Rhodamine cleavage fluorescence. Potency, µM (highest dose often 57.1 µM), for inactives: at the top dose activity change, negative = inhibition, most hits filed as inhibitors. actives 0.23% (n = 390,000). AID 743255, 2014; further: potency means the concentration at half of the fitted maximal effect; on the % scale 0 is the no-effect control and ±100 the full control effect; nearly all actives have a fitted effect of over 60% in size; inactives centre near -12
Target sequence (O94782 whole entry, looked up): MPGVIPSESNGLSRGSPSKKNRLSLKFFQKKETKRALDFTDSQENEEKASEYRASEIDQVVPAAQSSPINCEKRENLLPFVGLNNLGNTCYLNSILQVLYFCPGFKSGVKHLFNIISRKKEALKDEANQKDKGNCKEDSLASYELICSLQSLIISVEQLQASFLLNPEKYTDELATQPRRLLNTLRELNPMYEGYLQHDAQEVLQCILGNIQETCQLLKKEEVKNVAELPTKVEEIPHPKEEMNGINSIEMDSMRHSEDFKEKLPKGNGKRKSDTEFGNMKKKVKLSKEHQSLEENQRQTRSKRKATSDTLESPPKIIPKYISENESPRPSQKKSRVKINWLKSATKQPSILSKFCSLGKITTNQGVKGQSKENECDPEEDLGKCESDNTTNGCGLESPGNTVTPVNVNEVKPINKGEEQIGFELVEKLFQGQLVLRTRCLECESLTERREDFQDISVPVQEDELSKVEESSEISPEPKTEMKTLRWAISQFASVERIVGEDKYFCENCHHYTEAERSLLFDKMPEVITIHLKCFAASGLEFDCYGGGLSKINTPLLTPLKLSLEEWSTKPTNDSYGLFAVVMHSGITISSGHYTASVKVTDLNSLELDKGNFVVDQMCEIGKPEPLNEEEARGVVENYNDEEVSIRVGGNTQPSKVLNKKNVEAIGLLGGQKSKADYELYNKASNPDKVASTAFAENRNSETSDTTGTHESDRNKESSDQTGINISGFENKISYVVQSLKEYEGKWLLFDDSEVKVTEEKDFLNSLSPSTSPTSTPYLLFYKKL
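In this screen, compounds sit with the deubiquitinase complex (1nM) for 15 min at room temperature before Ub-Rho is added at 150nM final. Fluorescence rise is then followed for 6 reads every 60 seconds.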
Numbers without * were called inactive; ? = inconclusive; nt = no result given; & = joins results of further samples; [ ] = another dose, or the depositor's remark. Unless noted, the call rests on the fitted dose curve; in most records, active means well fitted inhibition curve with a large enough effect; inconclusive means small, poorly fitted or top-dose-only effect; inactive means no such curve, though single readings can be large or run the other way. An excerpt (hit frequency here may not be typical).

SMILES	TRHR enhancer	D2 ag	D2 antagonist	TRHR agonist	Pin1 inh	TrxR1 inh	mIDH1 inhibitor	TrxR1 substrate	USP1 inh
COCCN(C(=S)Nc1cccc(Cl)c1C)C(C)c1ccco1 (stereo not drawn)	-3	0.1	7	-0.9	1%	10%	8%	-2%	-20%
O=C1N=C(N2C=CC(=C3C=CNC=C3)C=C2)/C(=C/N=NC(=O)c2ccccc2O)S1	-2	-0.4	-4	-0.7	?	?	9%	-24%	?
COc1ccc(/C=N/n2c(SC)nnc(C(C)(C)C)c2=O)cc1	21	0.2	-5	-0.1	-2%	-7%	-6%	-6%	3%
COc1cc(-c2nnc(-c3cccnc3)o2)cc(OC)c1OC	0	-1.7	7	0.9	?	4%[57.1 µM]	-4%	6%[57.1 µM]	-20%
O=C(O)c1ccc(CS(=O)(=O)c2cccc(C(F)(F)F)c2)o1	4	nt	nt	0.5	-6%	?	1%	-3%	-14%
COc1ccc(C(=O)Cn2c(N3CCCCC3)nc3c2c(=O)n(C)c(=O)n3C)cc1OC	nt	nt	nt	nt	-2%	14%	0%	1%	-9%
O=C(Cn1cc(C(F)(F)F)cc(Cl)c1=O)NCc1ccc(Cl)cc1	17	0.5	-3	0.4	-17%	16%	15%	5%	-9%
COc1ccc(OC(C)=O)c(C2c3cc(OC)c(OC)cc3CCN2C(C)=O)c1 (stereo not drawn)	-1	1.3	-2	0.0	-7%	16%	-1%	6%	-5%
Cc1nc(=O)c(-c2ccccc2)c(C)n1-c1ccccc1C(=O)O	-5	-0.5	0	0.7	-5%	7%	0%	-2%	-9%
CC(CCc1ccccc1)NC(=S)NC(=O)c1ccco1 (stereo not drawn)	-3	-0.3	-18	-0.5	-3%	13%[57.1 µM]	10%	6%[57.1 µM]	-11%
CCc1ccc(OCC(=O)N2CCN=C2c2ccccc2)cc1	-4	0.1	4	-0.8	-4%	-9%	2%	-1%	1%
Cc1[nH]c(=O)[nH]c(=O)c1S(=O)(=O)N1CCCC(C(=O)NCc2ccco2)C1 (stereo not drawn)	0	-0.2	-50	0.5	-3%	-1%[57.1 µM]	6%	-3%[57.1 µM]	-13%
CC1=NN(c2ccc(C(F)(F)F)cn2)C(=O)C1	2	0.0	3	-0.4	-8%	16%	-11%	-8%	-16%
CCOC(=O)C1=NN(C(C)=O)C2(CC(=O)N(c3cccc(C)c3)C2=O)C1 (stereo not drawn)	2	0.7	-32	1.1	7%	22%	0%	6%	-18%
COC(=O)c1ccc(NC(=O)C2CCN(C(=O)Nc3ccccc3)CC2)cc1	7	0.3	-22	0.7	1%	-3%	0%	-9%	-11%
Cn1c(CNC(=O)c2ccco2)nnc1SCC(=O)c1ccc(F)cc1	-1	-2.1	3	0.1	3%	4%	-13%	1%	-7%
C=CC(C)(C)c1[nH]cnc1/C=C1\NC(=O)C(C(C)C)NC1=O (stereo not drawn)	-3	1.1	76*	-0.9	-5%	1%[57.1 µM]	-7%	5%[57.1 µM]	-22%
O=C(c1cc(-c2ccc(Br)cc2)nc2ccccc12)N1CCC1	-6	-1.1	-10	-0.2	1%	-21%	4%	-6%	-2%
CCN(CC)c1ccc(/C=N/N2CCN(Cc3ccccc3)CC2)c(O)c1	2	-1.2	12	-0.2	5%	10%	3%	3%	-23%
O=c1c(-c2ccc(Cl)cc2)[n+]([O-])c2ccccc2n1OCc1nc2ccccc2[nH]1	-9	0.5	0	-1.0	28%	9%	-10%	3%	-21%

Compounds above that contain an NH in an aromatic ring (three):
SMILES	TRHR enhancer	D2 ag	D2 antagonist	TRHR agonist	Pin1 inh	TrxR1 inh	mIDH1 inhibitor	TrxR1 substrate	USP1 inh
Cc1[nH]c(=O)[nH]c(=O)c1S(=O)(=O)N1CCCC(C(=O)NCc2ccco2)C1 (stereo not drawn)	0	-0.2	-50	0.5	-3%	-1%[57.1 µM]	6%	-3%[57.1 µM]	-13%
C=CC(C)(C)c1[nH]cnc1/C=C1\NC(=O)C(C(C)C)NC1=O (stereo not drawn)	-3	1.1	76*	-0.9	-5%	1%[57.1 µM]	-7%	5%[57.1 µM]	-22%
O=c1c(-c2ccc(Cl)cc2)[n+]([O-])c2ccccc2n1OCc1nc2ccccc2[nH]1	-9	0.5	0	-1.0	28%	9%	-10%	3%	-21%

(next part)
SMILES	TRHR enhancer	D2 ag	D2 antagonist	TRHR agonist	Pin1 inh	TrxR1 inh	mIDH1 inhibitor	TrxR1 substrate	USP1 inh
N#Cc1ccc(CSc2ccccn2)c(Cl)c1	14	0.8	-2	-0.7	6%	-3%	-10%	-4%	-2%
CC(=NCCCN(C)C)C1=C(O)c2ccccc2C1=O	-2	0.4	-7	0.0	-1%	-15%	17%	-11%	1%
COc1nnc(OC)c2ccccc12	-6	0.1	-16	-0.8	-1%	18%	3%	-5%	-16%
CC12CN3CCN(CC(C3)C1(O)CN1CCOCC1)C2 (stereo not drawn)	3	nt	nt	0.2	0%	18%[57.1 µM]	4%	-15%	0%
COc1ccc(C(C)=O)cc1COc1ccc(F)cc1	-1	nt	nt	0.4	-12%	24%	14%	-5%	-10%
O=C1/C(=C/c2ccccn2)SC(=S)N1NS(=O)(=O)c1ccccc1	-4	1.3	-3	-0.6	2%	-6%[57.1 µM]	-3%	-13%	-9%
CCOC(=O)CC1=C(C(=O)OCC)C(c2cc(OC)c(OC)cc2OC)C(C#N)=C(N)O1 (stereo not drawn)	3	0.3	9	-0.3	-4%	-18%	4%	-12%	-10%
COc1cc(CNCCCN2CCOCC2)c(Br)cc1OCC(=O)Nc1ccccc1C	-8	nt	nt	0.4	-5%	-10%	-6%	-4%	-10%
CCN(CC)S(=O)(=O)c1ccc(F)cc1	3	nt	nt	0.8	-2%	0%	4%	-2%	-11%
CNC(=O)/C(C#N)=C/c1c(N(Cc2ccccc2)Cc2ccccc2)nc2c(C)cccn2c1=O	-3	9.5	13	1.4	46%[activator]	18%[57.1 µM]	52µM*	-11%	-14%

4 consecutive entries from above, quoted:
SMILES	TRHR enhancer	D2 ag	D2 antagonist	TRHR agonist	Pin1 inh	TrxR1 inh	mIDH1 inhibitor	TrxR1 substrate	USP1 inh
N#Cc1ccc(CSc2ccccn2)c(Cl)c1	14	0.8	-2	-0.7	6%	-3%	-10%	-4%	-2%
CC(=NCCCN(C)C)C1=C(O)c2ccccc2C1=O	-2	0.4	-7	0.0	-1%	-15%	17%	-11%	1%
COc1nnc(OC)c2ccccc12	-6	0.1	-16	-0.8	-1%	18%	3%	-5%	-16%
CC12CN3CCN(CC(C3)C1(O)CN1CCOCC1)C2 (stereo not drawn)	3	nt	nt	0.2	0%	18%[57.1 µM]	4%	-15%	0%

Going on with the list.
SMILES	TRHR enhancer	D2 ag	D2 antagonist	TRHR agonist	Pin1 inh	TrxR1 inh	mIDH1 inhibitor	TrxR1 substrate	USP1 inh
COCCn1c(SCC(=O)Nc2cc(Cl)ccc2OC)nc2c(c1=O)SC(C)C2 (stereo not drawn)	-7	nt	nt	-0.9	-2%	2%[57.1 µM]	4%	-39%	-6%
CCOc1cc(CNc2ccccc2SC)ccc1O	6	-0.9	-13	0.0	nt	nt	nt	nt	nt
CCCn1c(/C=C/c2ccccc2)nc2ccccc21	-1&-5	1.1&1.3	0	-1.3&0.0	-3%&-4%	15%[57.1 µM]	19%&17%	32%[57.1 µM]	-9%&-22%
CCn1c2ccc(F)cc2c2nnc(SCCN3CCOCC3)nc21	3	-1.1	1	-0.7	7%	-4%	-2%	-5%	-12%
CCCn1c(SCC(=O)N2CCc3ccccc32)nnc1-c1ccncc1	8	0.4	4	0.1	nt	nt	nt	nt	nt
Cc1nc(C)n(CC(O)COc2ccc3ccccc3c2)n1 (stereo not drawn)	-2	0.4	-6	0.2	-3%	22%[57.1 µM]	1%	-3%	-1%
O=c1c2ccccc2nnn1CSc1nnc(-c2cccc(S(=O)(=O)N3CCCCC3)c2)o1	-4	-1.6	-2	-1.1	8%	-15%	0%	-5%	-21%
COC(=O)c1ccccc1NC(=O)c1c(Br)cnn1C	4	-0.1	-10	-1.2	-5%	10%	0%	5%	-28%
CC(=O)c1cccc(NC(=O)COc2ccc3oc(=O)cc(C)c3c2)c1	-3	-0.1	17	0.3	14%	2%	-10%	-1%	-24%
O=C(COC(=O)c1cc(S(=O)(=O)N2CCOCC2)ccc1F)Nc1ccc2c(c1)OCO2	nt	nt	nt	nt	-1%	24%	17%	4%	-11%
Oc1c(N=NC(=S)Nc2ccccc2F)c2ccccc2n1Cc1ccccc1Cl	-6	0.0	-6	-0.1	6%	0%	4%	-4%	-24%
CN(CCO)C(=O)CCC(=O)Nc1ccc(S(N)(=O)=O)cc1	-5	1.4	-6	-0.4	0%	-9%	14%	-9%	1%

From PubChem BioAssay
